Screening results from PubChem.
BLM inh – blocks DNA unwinding by human BLM helicase. Potency, µM (doses to about 56.1 µM), for inactives: at the highest dose activity change, negative = inhibition, hits mostly inhibitors. P54132. recombinant BLM DNA unwinding, fluorescence dequenching. 350,000 tested, 0.2% active;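 further: potency means the concentration at half of the fitted maximal effect; plate controls were vehicle for no effect and no enzyme for full effect; nearly all actives have a fitted effect of over 35% in size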
Pol iota inh – blocks human DNA polymerase iota activity; Q9UNA4; Pol iota fluorescent replication assay, 10 min; Potency, µM (series often up to 115 µM), without a hit: top-dose activity, negative = inhibition, usual class: inhibitors; 390,000 tested, 1% active; AID 588590; further: potency means the concentration at half of the fitted maximal effect
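Fluorescent replication assay read twice, at 0 min and 10 min after adding 50 nM (final) substrate. Enzyme (10 nM) and compounds were first incubated 15 min at room temperature; enzyme-free buffer wells were negative controls.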
APE1 inh – blocks human APE1 abasic DNA cleavage | P27695 | recombinant APE1, TAMRA/BHQ-2 abasic DNA cleavage fluorescence | Potency, µM (top dose mostly 65.8 µM), for the others: top-dose activity change, negative = inhibition, most hits filed as inhibitors | 350,000 tested, 0.35% active;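 further: potency means the concentration at half of the fitted maximal effect; plate controls were vehicle for no effect and reference inhibitor for full effect; nearly all actives have a fitted effect of over 55% in size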
Target sequence (P27695 whole entry, looked up): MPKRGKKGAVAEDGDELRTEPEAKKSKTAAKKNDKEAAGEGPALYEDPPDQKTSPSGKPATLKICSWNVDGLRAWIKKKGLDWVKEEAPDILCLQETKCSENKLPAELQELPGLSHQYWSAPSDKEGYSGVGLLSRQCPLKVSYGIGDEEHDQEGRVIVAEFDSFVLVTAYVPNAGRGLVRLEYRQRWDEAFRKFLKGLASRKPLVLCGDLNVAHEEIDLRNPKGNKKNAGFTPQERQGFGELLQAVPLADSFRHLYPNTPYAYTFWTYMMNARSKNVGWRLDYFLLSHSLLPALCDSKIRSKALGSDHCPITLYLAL
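Step 1: APE1 (0.75 nM) with compound, 15 min RT. Step 2: add 50 nM fluorophore/quencher THF duplex. Step 3: three fluorescence reads 60 s apart (525/598 nm); read 3 minus read 1 = reaction progress.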
RXFP1 antag – blocks the human relaxin receptor RXFP1. Q9HBX9. HEK293-RXFP1, relaxin-stimulated cAMP HTRF, 30 min; active compounds read low. activity change, negative = inhibition, % at 57.5 µM. 350,000 tested, 0.59% active;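 active means activity change of -60% or lower, but not beyond a set lower limit; inconclusive means change between -60% and -40%, or beyond the set limit; inactive means change above -40%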; further: on the % scale 0 is the no-effect control and ±100 the full control effect
Target sequence (Q9HBX9 whole entry, looked up): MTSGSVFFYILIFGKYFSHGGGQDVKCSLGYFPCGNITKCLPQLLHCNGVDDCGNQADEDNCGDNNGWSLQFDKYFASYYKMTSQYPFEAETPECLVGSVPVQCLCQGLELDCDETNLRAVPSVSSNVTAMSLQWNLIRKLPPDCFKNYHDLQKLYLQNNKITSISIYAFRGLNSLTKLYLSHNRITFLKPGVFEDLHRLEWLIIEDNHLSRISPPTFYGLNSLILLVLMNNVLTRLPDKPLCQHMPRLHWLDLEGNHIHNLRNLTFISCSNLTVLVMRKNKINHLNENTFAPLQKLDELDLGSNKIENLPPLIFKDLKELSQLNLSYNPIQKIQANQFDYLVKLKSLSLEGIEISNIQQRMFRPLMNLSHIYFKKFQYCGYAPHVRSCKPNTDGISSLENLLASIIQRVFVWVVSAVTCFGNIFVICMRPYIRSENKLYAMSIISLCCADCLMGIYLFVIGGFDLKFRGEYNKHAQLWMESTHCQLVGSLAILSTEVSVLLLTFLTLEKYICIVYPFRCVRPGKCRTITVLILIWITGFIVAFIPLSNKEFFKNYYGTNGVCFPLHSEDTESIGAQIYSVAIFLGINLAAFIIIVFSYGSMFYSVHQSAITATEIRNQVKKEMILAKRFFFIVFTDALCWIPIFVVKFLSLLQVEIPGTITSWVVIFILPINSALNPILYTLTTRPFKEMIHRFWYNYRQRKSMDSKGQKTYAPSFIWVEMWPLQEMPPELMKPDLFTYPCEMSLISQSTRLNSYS
Pol beta inh – DNA polymerase beta (human) inhibition; P06746; 340,000 tested, 1.3% active; Potency, µM (doses to about 114 µM), inactives show top-dose activity change, negative = inhibition, actives largely listed as inhibitors; Pol beta primer extension/strand displacement, fluorescence kinetic; further: potency means the concentration at half of the fitted maximal effect; on the % scale 0 is the no-effect control and ±100 the full control effect
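Curves were derived by four-parameter Hill fits of normalized qHTS data. The kinetic fluorescent primer-extension read was taken at 0 and 10 min after 50 nM substrate, following a 15 min room-temperature preincubation of 10 nM enzyme with compounds.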
POLH inh – DNA polymerase eta (human) inhibition | recombinant Pol eta, fluorescent DNA replication assay | Q9Y253 | AID 588591 | Potency, µM (series often up to 114 µM), for the others: at the highest dose activity change, negative = inhibition, hits mostly inhibitors | 390,000 tested, 1.2% active; further: potency means the concentration at half of the fitted maximal effect; on the % scale 0 is the no-effect control and ±100 the full control effect
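Pol eta (10 nM) was preincubated with compounds for 15 min at room temperature, after which fluorescent replication substrate (50 nM final) was added to start the reaction. Fluorescence was read kinetically at 0 and 10 min.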
Apoferritin bind – candidate novel general anesthetic via apoferritin binding; P02791; apoferritin/1-aminoanthracene competitive binding, fluorescence; Potency, µM (highest dose often 77.5 µM), inactives show at the top dose activity change, negative = displacement, hits mostly inhibitors; 350,000 tested, 0.074% active; AID 485281; further: potency means the concentration at half of the fitted maximal effect; on the % scale 0 is the no-effect control and ±100 the full control effect; nearly all actives have a fitted effect of over 20% in size
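In PBS, apoferritin at 10 uM is loaded with 1-AMA from a 50% saturated solution. After 10 min of compound exposure at ambient temperature, reduced 535 nm fluorescence indicates probe displacement.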
Pol kappa inh – DNA polymerase kappa (human) inhibition. AID 588579. Potency, µM (top dose mostly 107 µM), inactives show at the top dose activity, negative = inhibition, usual class: inhibitors. 400,000 tested, 0.53% active. Q9UBT6. purified Pol kappa, fluorescent DNA synthesis assay, 10 min; further: potency means the concentration at half of the fitted maximal effect; on the % scale 0 is the no-effect control and ±100 the full control effect
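Enzyme at 10 nM met test compounds for 15 min at room temperature. Substrate addition (50 nM final) began the reaction, which was monitored by fluorescence at 0 and 10 min.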
PGK inhibitor – T. brucei PGK inhibition | PGK/GAPDH coupled, Kinase-Glo luminescence, 60 min | 380,000 tested, 0.043% active | P07378 | Potency, µM (series often up to 57.5 µM), for the others: at the highest dose activity change, negative = inhibition, hits mostly inhibitors | AID 602233; further: potency means the concentration at half of the fitted maximal effect; on the % scale 0 is the no-effect control and ±100 the full control effect; nearly all actives have a fitted effect of over 60% in size
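Luminescent ATP detection (Kinase-Glo Plus) follows a 60-minute room-temperature incubation, with wells lacking PGK as controls. Buffer: 100 mM TEA (pH 7.6), 5 mM MgCl2, 0.01% Tween-20. Coupling enzyme GAPDH (100 nM final) supplies unstable 1,3-BPG in-well.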
* hit, by the source's call; i = inactive; ? = inconclusive; / = not tested or not shown; [ ] = dose if it differs, or a comment. Unless noted, the call rests on the fitted dose curve; in most records, active means well fitted curve in the direction sought with a large enough effect; inconclusive means small, poorly fitted or top-dose-only effect, or another doubt; inactive means no such curve, though single readings can be large; an effect the other way counts as inactive or inconclusive.

1	O=[N+]([O-])c1ccccc1CN1CCN(Cc2ccccn2)CC1
2	N#Cc1ccc(OCC(=O)NC2CCCCCC2)cc1
3	Cc1cc(C)nc(SCC(=O)c2ccc(F)cc2F)n1
4	CC(C)(C)NC(=O)NC(=O)COC(=O)Cn1cnc2ccccc2c1=O
5	Cc1cccc(OCCSc2nc(-c3cccs3)nc3cc(=O)[nH]n23)c1
6	COc1ccc(C(=O)N/C(=C\c2ccccc2)C(=O)NCCCn2ccnc2)cc1
7	COC(=O)c1nnn(-c2nonc2N)c1CSc1nnc(C)s1
8	CCOc1cc(/C=C2\COc3ccccc3C2=O)cc(Br)c1OCC(=O)N(C)C

screen / no. | 1 | 2 | 3 | 4 | 5 | 6 | 7 | 8
BLM inh | -3% | / | -9% | 3% | -14% | 2% | 2% | -7%
Pol iota inh | 11% | 26% | 12% | -9% | -14% | 121%[activator] | 17% | 18µM*
APE1 inh | -5% | 14% | 66%[activator] | 0% | / | -5% | 8% | 66%[activator]
RXFP1 antag | 1 | 7 | 1 | -1 | -7 | -2 | -10 | ?
Pol beta inh | -22% | / | -1% | 8% | ? | 19% | 16% | -25%
POLH inh | -9% | -13% | -21% | 3% | -23% | -22% | -11% | ?
Apoferritin bind | -4% | / | ? | -15% | 3% | 2% | 0% | 1%
Pol kappa inh | -2% | -17% | 1% | 2% | -20% | 8% | -3% | 1%
PGK inhibitor | -6% | 7% | 5% | i | -9% | 4% | i | -3%

9	Cc1nn(C(C)C(=O)N2CCN(c3ccc(Cl)cc3)CC2)c(=O)c2cc3occc3n12 (stereo not given)
10	COc1ccc(NC(=O)C(CCCCNC(=O)OC(C)(C)C)NC(=O)OCc2ccccc2)cc1 (stereo not given)
11	CC(C)(C)NC(=O)C(OC(=O)c1ccco1)c1ccccc1F (stereo not given)
12	CCn1cc(CN2CCN(Cc3ccc(C)o3)C(CCO)C2)c2ccccc21 (stereo not given)
13	COc1cccc(Oc2nnnn2-c2ccccc2)c1
14	CC[C@]12C(=O)N(C)C[C@H]([C@@H]3C(=O)N(C)C(=O)[C@@H]31)N2C(=O)c1ccc(F)cc1
15	O=C(Nc1ccc2nn(-c3ccc(F)cc3)nc2c1)c1cccc2c(Cl)cccc12
16	Cc1cc(C(=O)OCC(=O)Nc2cccc([N+](=O)[O-])c2)c(C)o1

screen / no. | 9 | 10 | 11 | 12 | 13 | 14 | 15 | 16
BLM inh | -3% | 4% | 1% | -3% | 1% | / | -8% | /
Pol iota inh | -5% | 11% | 7% | 99%[activator] | 24% | 24% | -8% | 4%
APE1 inh | / | 1% | -4% | 0% | -4% | / | / | 25%
RXFP1 antag | / | -7 | -1 | -12 | -3 | / | 1 | 0
Pol beta inh | -10% | 5% | 1% | -16% | 20% | / | 27% | /
POLH inh | -5% | -14% | -14% | -11% | -13% | -15% | -3% | -7%
Apoferritin bind | -9% | -6% | 1% | -7% | -13% | / | 46%[activator] | /
Pol kappa inh | -22% | 1% | -9% | -23% | -14% | 2% | -14% | -6%
PGK inhibitor | -4% | -7% | -6% | i | -1% | -9% | i | 5%

17	O=C1CCCCN1CC(=O)N1CCCC(Nc2ccc(F)c(F)c2)C1 (stereo not given)
18	S=C(Nc1ccc(Cl)cc1)N1CCCCC1
19	C/C=C\C(=O)Nc1cccc(C2=NOC3(C2)C[C@H](C(N)=O)N(C(=O)/C=C/CC)C3)c1 (stereo not given in full)
20	O=C(CN(Cc1ccc(Cl)cc1)S(=O)(=O)c1ccccc1)NCC1CCCO1 (stereo not given)
21	CCC(=O)N1CCc2cc(S(=O)(=O)NC(C(=O)Nc3cc(OC)cc(OC)c3)C(C)C)ccc21 (stereo not given)
22	Cc1c(C(c2ccccc2O)c2c(C)n(C)n(-c3ccccc3)c2=O)c(=O)n(-c2ccccc2)n1C
23	Cc1cc(S(=O)(=O)Nc2cccc(C(=O)O)c2)c(C)c(S(=O)(=O)c2ccc(Cl)cc2)c1
24	CC1CCCCN1C(=O)COc1ccc(F)cc1 (stereo not given)

screen / no. | 17 | 18 | 19 | 20 | 21 | 22 | 23 | 24
BLM inh | 1% | 3% | -2% | -6% | -1% | -2% | 2% | 3%
Pol iota inh | 1% | 6% | 13% | 13% | 12% | 3% | 10% | 16%
APE1 inh | 51% | 4% | -4% | 22% | / | 2% | 24% | 17%
RXFP1 antag | 2 | 13 | / | -13 | -1 | -1 | -2 | -6
Pol beta inh | 3% | 4% | 32% | 34% | 20% | -17% | -9% | 2%
POLH inh | -21% | -19% | 3% | -6% | -7% | -8% | -18% | -9%
Apoferritin bind | -6% | -13% | -1% | -7% | -8% | -7% | -7% | -23%
Pol kappa inh | 1% | -4% | -1% | -4% | 3% | 10% | 3% | 8%
PGK inhibitor | -8% | 1% | -7% | -5% | -3% | -5% | -4% | 4%

25	CC(C)C[C@H](NC(=O)N1CCn2c1nc1ccccc12)C(=O)N[C@@H](C(=O)O)c1ccccc1
26	Cc1cc(OCC(=O)NCc2cccnc2)ccc1[N+](=O)[O-]
27	Cc1ccc(-c2nnc(SCc3ccccc3F)o2)cc1
28	CNc1ncc(C(=O)c2ccccc2)s1
29	CN1CCN(c2ncnc3ccc(-c4ccccc4C#N)cc23)CC1
30	O=c1cc(/C=C/c2ccccc2)oc2ccccc12
31	O=C(CN1C(=O)CSCC1=O)Nc1ccc2c(c1)OCO2
32	CN(N)c1nc(N2CCCC2)nc(N2CCCC2)n1

screen / no. | 25 | 26 | 27 | 28 | 29 | 30 | 31 | 32
BLM inh | 1% | -1% | -12% | 0% | 33%[activator] | 2% | -3% | /
Pol iota inh | 19% | 145%[activator] | -7% | 8% | / | -13% | 6% | 79%[activator]
APE1 inh | 43% | 12% | 1% | 18% | 0% | -6% | -4% | /
RXFP1 antag | / | -3 | -10 | 12 | / | -12 | 1 | -13
Pol beta inh | -22% | 1% | 11% | 40% | / | 11% | 2% | /
POLH inh | -19% | 1% | -9% | 8% | / | -6% | -2% | -3%
Apoferritin bind | -7% | -3% | -12% | -14% | -17% | -10% | -12% | /
Pol kappa inh | 8% | -9% | -14% | -1% | -11%[60.1 µM] | -6% | 8%[60.1 µM] | 2%
PGK inhibitor | -7% | 1% | 0% | i | / | i | -2% | -6%

33	CCCCNC(=O)C1(N2C(=O)c3ccccc3C2=O)CCCC1
34	CC(C)c1ccc(C2c3[nH]c4ccccc4c3C[C@H]3C(=O)N(c4ccccc4C(=O)N4CCC(C(=O)O)CC4)C(=O)N23)cc1 (stereo not given in full)
35	CCCn1c(=O)c2ccccc2n2c(SCC(=O)c3cc(C)n(CC4CCCO4)c3C)nnc12 (stereo not given)
36	CCC(C)NC(=O)N[C@@H](Cc1ccccc1)C(=O)O (stereo not given in full)
37	COc1ccc(NC(=O)COC(=O)c2cccn2C)cc1S(=O)(=O)N1CCCCC1
38	Cc1cc(SC(C)C(=O)Nc2ncc(Cl)cc2Cl)nc2ccccc12 (stereo not given)
39	Cc1c([N+](=O)[O-])c([N+](=O)[O-])nn1CC(=O)NCCc1ccccc1
40	CCOC(=O)c1ccc2c(c1)nc(SCC(=O)NC(C)C)n2CC

screen / no. | 33 | 34 | 35 | 36 | 37 | 38 | 39 | 40
BLM inh | / | 2% | -5% | 0% | / | -3% | 8% | 0%
Pol iota inh | 17% | 33%[activator] | / | -8% | 27% | -4% | 15% | 36%[activator]
APE1 inh | / | 24% | 4% | 4% | 23% | -2% | 26% | 0%
RXFP1 antag | 2 | / | / | 6 | -2 | 6 | 16 | 16
Pol beta inh | / | 1% | 3% | 1% | / | 17% | 9% | 6%
POLH inh | -6% | -13% | / | -9% | -5% | -17% | -6% | -21%
Apoferritin bind | / | -9% | -5% | -5% | / | 1% | -13% | -7%
Pol kappa inh | -8% | -5% | / | -1% | -16% | -14% | -15% | -4%
PGK inhibitor | -9% | 5% | / | -1% | 6% | -5% | -7% | -2%

41	CC(C)CN(CC(C)C)c1nnc(N)s1
42	CCO[C@H]1OC(C(=O)O)=C[C@@H](C)[C@@H]1CCCO
43	COc1ccc(CC(=O)NNC(=O)c2cnccn2)cc1
44	COc1ccccc1N1CCN(C2CCCN(Cc3ccc(Cl)cc3)C2)CC1 (stereo not given)
45	N#Cc1ccccc1NC(=O)COC(=O)CCc1ccccc1
46	O=S(=O)(NC1=NCCC1)c1ccc(F)cc1F
47	COc1ccc(/C=C(\NC(=O)c2ccccc2)C(=O)N/N=C/c2ccncc2)cc1
48	CC(=O)Nc1ccc(N/C=C/C(=O)c2ccc(C)o2)cc1
49	COC(=O)Cc1ccc2sc(-c3ccccc3)nc2c1
50	CSc1cc(C)c(OCC(=O)Nc2ccc(NC(C)=O)cc2)c(C)c1

screen / no. | 41 | 42 | 43 | 44 | 45 | 46 | 47 | 48 | 49 | 50
BLM inh | 2% | -1% | 3% | -2% | 0% | 1% | 0% | -3% | 2% | -8%
Pol iota inh | 3% | 13% | ? | 7% | 35%[activator] | 136%[activator] | 23% | 19% | 8% | 1%
APE1 inh | -1% | 2% | -11% | -4% | 13% | 0% | 4% | -6% | ? | 2%
RXFP1 antag | / | / | 8 | 3 | -1 | -14 | 8 | -4 | 9 | 5
Pol beta inh | 0% | -2% | 12% | -13% | 11% | ? | 1% | -2% | 19% | ?
POLH inh | -4% | -11% | -6% | -5% | -22% | -9% | -11% | -7% | -20% | 4%
Apoferritin bind | -12% | -2% | 1% | -10% | 4% | -2% | ? | -13% | 5% | 2%
Pol kappa inh | -4% | -6% | -9% | -9% | 4% | 2% | -3% | 0% | -7% | -10%
PGK inhibitor | -3% | -3% | / | 11% | -5% | -9% | 6%[11.5 µM] | -5% | -28% | 0%

A portion of the library (hit frequency here may not be typical).
